F508del corr: CFTR F508del correction in bronchial cells; hit rate 0.36% among 350,000; CFBE cells, YFP halide quenching; stimulated with forskolin plus potentiator P3; % fluorescence drop versus neutral controls; activity (quench increase), % at 7.58 µM; AID 720511;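 active = mean added fluorescence quench of at least 8% versus neutral control, with both replicates also reaching 8%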;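 also: cells transiently co-express mutant CFTR-F508del with the halide-sensitive YFP; corrector assay measuring rescue of mutant channel to the surface after 24 h compound exposure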
miR-122 sensor: inhibitors of miR-122 in Huh7 cells | activation (reporter increase), % at 12.5 µM | Huh7 miR-122 Renilla luciferase sensor, 48 h; neutral wells = 0, positive control = 100 | hit rate 0.3% among 340,000;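 active = mean replicate activation score at least 90 and every replicate individually at or above 90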;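 also: higher luciferase means less miR-122 activity so hits act as miR-122 inhibitors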
GSIS activator: GLuc luminescence reporter in INS-1E cells, primary screen for activators of glucose-dependent secretion of insulin; hit rate 0.61% among 370,000; activation, % at 16.6 µM; INS-1E GLuc reporter insulin secretion, 2-3 h;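 active = lowest replicate activation of at least 40%, so every replicate reaches that level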;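 also: 0% = median of neutral control wells and 100% = median of IBMX positive control wells; some compounds called inactive have numbers as strong as hits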
C2C12 statin: protects C2C12 myotubes from simvastatin toxicity; ATP luminescence, 48 h; scaled: DMSO 0, geranylgeraniol control 100; AID 602340; hit rate 0.78% among 330,000; rescue of ATP level, % at 7.49 µM;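 active = mean ATP rescue above about 67%, or every replicate alone reaching that limit, limit read from the data, passing the limit was not always enough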;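 also: myotubes were challenged with 10 µM simvastatin during compound exposure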
Cneo AK release: Cryptococcus neoformans lysis via adenylate kinase release; AID 651654; lysis activity, % at 15 µM; C. neoformans lysis, adenylate kinase release luminescence, 4 h; normalised: neutral wells 0, clomiphene wells 100; hit rate 0.2% among 360,000;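 active = mean lysis activity across replicates of at least 80%, whatever share of replicates individually reach that level; inactive = mean lysis activity below 80%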
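read-out = cell lysis signal | test system = log-phase Cryptococcus neoformans yeast cells | input = cells at 5 × 10^6 per mL | medium = fresh YPD growth medium | signal = luminescent adenylate kinase detection reagent | timing = 4 h at 37 °C static, read 1 h later | dosing = single dose | controls = Clomiphene as positive lysis control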
PglD DTNB: blocks C. jejuni PglD acetyltransferase activity | purified PglD enzyme, DTNB colorimetric CoA detection | inhibition, % at 12.5 µM | hit rate 0.098% among 360,000 | AID 602405; in the data active = inhibition above about 16%, passing the limit was not always enough; also: strong numbers were not always called active
FN deposit inh: fibronectin deposition inhibition; AH1F fibroblasts, Alexa488-fibronectin deposition fluorescence, overnight; inhibition, % at 12.6 µM; hit rate 0.086% among 350,000; AID 743247;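 active = mean inhibition across replicates of 30% or more, regardless of how many single replicates reach that level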;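 also: positive control wells lacked labelled fibronectin entirely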
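Material – AH1F fibroblast monolayer, labelled fibronectin deposition · Reagent – labelled fibronectin 24 nM · Timing – 1 h adhesion, overnight exposure · Measured by – fluorescence at 485 nm excitation, 525 nm emission · Read-out – inhibition of fibronectin deposition signal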
PGC1a acetyl inh: lowers PGC1a acetylation signal in U2OS cells. hit rate 0.17% among 350,000. AID 651687. AlphaScreen anti-acetyl-lysine; with virally co-expressed GCN5 acetyltransferase. inhibition, % at 15.6 µM;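 active = every replicate shows inhibition of at least 40%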;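 also: 0% = neutral control wells and 100% = positive control wells; some results beyond the cut were filed as inactive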
* hit, by the source's call; nt = no result given; & = joins results of further samples; [ ] = dose if it differs, or a comment.

SMILES	F508del corr	miR-122 sensor	GSIS activator	C2C12 statin	Cneo AK release	PglD DTNB	FN deposit inh	PGC1a acetyl inh
O=C(NCc1ccccc1C(F)(F)F)C1CCC(=O)N(C2CCCCCC2)C1 (stereo not drawn)	1.7	-4	-13	8	0	-2	-10	2
Cc1ccc(CONC(=O)c2ccc([N+](=O)[O-])cc2)cc1	3.8	nt	-2	1	-1	1	-7	nt
CCOP(=O)(OCC)C(Nc1cccc(C(F)(F)F)c1)c1ccc(C)cc1 (stereo not drawn)	0.2	-4	38	10	3	5	0	-15
N#Cc1ccc(NC(=O)COc2ccc(-n3cnnn3)cc2)cc1	-0.3	nt	7	-17	0	-5	-3	5
COc1ccc(/C=N/NC(=O)Cn2cnc3c2c(=O)n(C)c(=O)n3C)c(OC)c1OC	-1.6	-9	16	nt	2	-2	0	2
Cn1cc(Br)c(C(=O)N/N=C/c2cc3ccccc3nc2Cl)n1	1.6	-3	19	nt	1	-1	nt	-6
CCCCn1cnc2c1c(=O)n(C)c(=O)n2C	nt	0	3	0	-2	1	nt	-9
Cc1cc(C)cc(NC(=S)N(Cc2cccc(Br)c2)CC2CCC(C(=O)O)CC2)c1 (stereo not drawn)	-3.0	1	9	5	1	1	2	nt
COc1ccc(S(=O)(=O)N(C)C[C@@H]2OCCCC[C@@H](C)Oc3ccc(NC(=O)Nc4c(C)noc4C)cc3C(=O)N([C@@H](C)CO)C[C@@H]2C)cc1	0.8	14[16.7 µM]	-5	-10	-2	0	7	-2
CS(=O)(=O)c1ccc2nc(NC(=O)c3cc(-c4ccccc4)nn3-c3ccccc3)sc2c1	-0.4	-6	-19	3	0	2	4	-13
CC(C)Oc1ccc(S(=O)(=O)N2CCCCC2)cc1NC(=O)CN1C(=O)NC(C)(C2CC2)C1=O (stereo not drawn)	3.4	nt	-11	-18	0	-4	9	nt
COc1ccc(NC(=O)c2nc(S(=O)(=O)Cc3cccc(C)c3)ncc2Cl)c(OC)c1	2.7	-7	7	31	0	-1	48*	-5
O=C(O)C[C@H]1c2cc(C(F)(F)F)ccc2S(=O)(=O)N1C1CCCCC1	-0.1	3	-15	-12	-4	0	-4	5
COc1ccc(-c2nc3cc(NC(=S)NC(=O)Cc4ccccc4)ccc3o2)cc1	nt	-9	4	nt	-1	-3	1	-17
COc1ccc([N+](=O)[O-])cc1NC(=O)C(C)N(C)Cc1cccc(OC)c1OC (stereo not drawn)	nt	13	-5	nt	-3	-3	7	-37
CCOc1ccc(NC(=O)Cc2ccccc2)cc1	nt	-6	-13	-26	-4	2	1	8
Cc1noc(C)c1COc1cccc(C(=O)Nc2ccc3c(c2)OCO3)c1	-1.2	0	10	0	-1	-10	6	nt
CC(=O)Nc1c(Cl)cc([N+](=O)[O-])c2ccccc12	-0.9	0	1	-1	3	-4	6	-3
CO[C@@H](CN(C)C(=O)Nc1ccc(F)cc1)[C@H](C)CN(Cc1ccccc1Cl)[C@H](C)CO	-5.0	nt	-3	-12	3	-3	-1	-9
Cc1noc(C)c1S(=O)(=O)N(C)C[C@H]1Oc2ccc(NS(C)(=O)=O)cc2CC(=O)N([C@H](C)CO)C[C@@H]1C	-2.8	-3[16.7 µM]	14	9	-1	-1	nt	9
Cc1ccc(NC(=O)C(=O)NCCCN2CCCC2=O)c(C)c1	-2.0	nt	5	0	-2	-5	10	nt
COc1ccccc1/C=C/CN1CCC(n2nccc2NC(=O)C2CC2)CC1	0.1	-8	3	3	0	-1	4	2
CC(=O)Nc1nn(C)c2nc3cc(C)ccc3cc12	nt	2	nt	0	-5	4	nt	0
Cc1ccc(C(=O)N[C@@H](C)CN2C3=NC[C@H](C(C)C)N3C[C@H]2Cc2ccc(O)cc2)cc1Br	-3.3	2	-16	-8	9	2	-17	2
O=C(CCCN1C(=O)c2ccccc2C1=O)Nc1ccccc1C(=O)N1CCOCC1	nt	0	nt	45	-5	0	nt	-8
Cc1ccc(S(=O)(=O)N[C@@H]2C=C[C@@H](CC(=O)NCc3ccncn3)O[C@@H]2CO)cc1	3.9	nt	-7	-6	-3	2	nt	12
O=C1c2ccccc2C(=O)C12Cc1ccccc1N1CCN(c3ccccc3)CC12 (stereo not drawn)	nt	13	nt	16	1	-7	-7	-15
O=C(CC1C(=O)NCCN1Cc1ccccc1C(F)(F)F)NCCN1CCCCC1=O (stereo not drawn)	2.3	2	3	4	-1	2	-12	1
CN1C(=O)c2cc(NC(=O)Nc3ccccc3F)ccc2OC[C@H]2O[C@@H](CC(=O)NCCc3ccncc3)CC[C@H]21	-0.1	0[16.7 µM]	-4	19	1	-4	-2	4
Cc1cc(NC(=O)CSc2nc3ccccc3c(=O)n2CCCC(=O)NCc2ccccc2)n[nH]1	nt	7	nt	-7	4	-1	23	nt
COCC#Cc1cnc2c(c1)C(=O)N([C@@H](C)CO)C[C@H](C)[C@@H](CN(C)C(=O)Cc1cccnc1)O2	-0.4	-8[16.7 µM]	5	2	4	1	nt	5
CCc1nnc(NC(=O)CCC(=O)Nc2ccc(C)cc2)s1	1.5	nt	-1	9	1	-2	-10	nt
CN1C(=O)c2cc(NC(=O)Cc3cccs3)ccc2OC[C@@H]2O[C@@H](CC(=O)NCC3CCCCC3)CC[C@@H]21	0.8	196*[16.7 µM]	-6	25	-2	-1	-8	-6
COc1ccc(-c2cc(OC)c3ccccc3n2)cc1	nt	4	-7	nt	0	-8	nt	-2
Cc1ccc(/C=N/Nc2nncc(-c3ccccc3)n2)o1	3.7	7	-38	nt	nt	nt	5	-9
COc1cccc(OC)c1C(=O)Oc1ccc2c(c1)O/C(=C\c1ccncc1)C2=O	nt	6	nt	nt	-1	1	10	-3
CC(NC(=O)C1(c2cccs2)CCOCC1)c1ccccc1 (stereo not drawn)	0.0	-2	-4	nt	0	0	1	-1
c1ccc(Cn2nnc3c(N4CCC5(CC4)OCCO5)ncnc32)cc1	nt	0	nt	-13	-6	-6	nt	4
CN(C)N1C(N)=C(C#N)C(c2cccnc2)C2=C1CC(C)(C)CC2=O (stereo not drawn)	nt	18	nt	nt	0	2	nt	5
CC(Sc1nnc(-c2ccccc2)c(-c2ccccc2)n1)C(=O)NCC1CCCO1 (stereo not drawn)	-0.6	nt	nt	5	0	-3	-1	-12

Quoted from the listing.
Cc1ccc(NC(=O)C(=O)NCCCN2CCCC2=O)c(C)c1 in FN deposit inh reads 10
COc1ccc(-c2cc(OC)c3ccccc3n2)cc1 in GSIS activator reads -7
Cc1ccc(S(=O)(=O)N[C@@H]2C=C[C@@H](CC(=O)NCc3ccncn3)O[C@@H]2CO)cc1 in PGC1a acetyl inh reads 12
CC(NC(=O)C1(c2cccs2)CCOCC1)c1ccccc1 (stereo not drawn) in GSIS activator reads -4
Cc1ccc(C(=O)N[C@@H](C)CN2C3=NC[C@H](C(C)C)N3C[C@H]2Cc2ccc(O)cc2)cc1Br in miR-122 sensor reads 2
CC(Sc1nnc(-c2ccccc2)c(-c2ccccc2)n1)C(=O)NCC1CCCO1 (stereo not drawn) in PGC1a acetyl inh reads -12

The listing continues:
SMILES	F508del corr	miR-122 sensor	GSIS activator	C2C12 statin	Cneo AK release	PglD DTNB	FN deposit inh	PGC1a acetyl inh
COc1ccccc1NS(=O)(=O)c1ccc(C(=O)N2CCCC(C)C2)cc1 (stereo not drawn)	2.4	-1	-7	21	-1	0	1	7
N#C[C@@H]1[C@H](c2ccc(-c3ccccc3)cc2)[C@@H](CO)N1C(=O)Cc1ccccc1	2.6	nt	-10	2	0	0	9	-17
O=C(c1ccc(Cl)c(S(=O)(=O)N2CCCC2)c1)N1CCN(c2ccccn2)CC1	nt	nt	nt	4	5	11	nt	4
COc1ccccc1-c1ccc(C2[C@@H]3CN(Cc4cccc(F)c4)C[C@H]2N3)cc1 (stereo partly drawn)	-1.1&-6.1	nt	-11	nt	nt	nt	-9	-46&-72
Cc1cccc(C)c1NC1=NC(=S)N(c2ccc(C(=O)O)cc2)C12CCCCC2	0.6	-12	-3	5	5	-3	-10	-6
COc1cccc(/C=N/NC(=O)c2nnn(-c3nonc3N)c2CN(C)c2ccccc2)c1	-3.2	-5	-2	-11	1	0	-2	-2
C[C@@H]1CN([C@@H](C)CO)C(=O)c2cc(-c3ccc(F)cc3)cnc2O[C@H]1CN(C)C(=O)NC1CCCC1	-1.4	-8[16.7 µM]	-6	15	1	-1	3	-7
CC1=C(C)CC(C(=O)c2ccc(C)cc2)C(C(=O)O)C1 (stereo not drawn)	nt	-1	nt	-1	-1	5	-5	-6
CCC(=O)Nc1ccc2c(c1)nc(CCN1CCC(C)CC1)n2C	-0.7	-5	14	-1	4	3	0	-6
CC(Cc1ccco1)NC(=O)c1ccc(C(F)(F)F)cc1 (stereo not drawn)	-1.5	2	-2	0	-8	-6	5	-3
Cc1ccc(S(=O)(=O)N2[C@@H](c3ccccc3F)C(C(=O)O)=CC[C@H]2c2ccc(Cl)cc2)cc1	-0.2	nt	-8	21	-5	6	3	nt
Cc1ccc(C)c(C(=O)NC2CC(C)(C)NC(C)(C)C2)c1	nt	9	nt	1	-1	-2	-9	6
COc1ccc(NC(=O)COC(=O)c2ccc3c(c2)OCCO3)cc1	-2.2	-8	nt	-23	-3	-2	5	-11
CCC(=O)N(C)C[C@H]1Oc2cc(C#Cc3cccnc3)ccc2S(=O)(=O)N([C@@H](C)CO)C[C@@H]1C	0.2	24[16.7 µM]	14	-12	1	2	nt	41
C[C@H](CO)N1C[C@H](C)[C@H](CN(C)C(=O)c2ccc3c(c2)OCO3)Oc2cc(-c3cncnc3)ccc2S1(=O)=O	2.1	1[16.7 µM]	9	-7	-1	1	1	-6
COc1ccc(Cl)cc1NC(=O)C(OC)c1ccccc1 (stereo not drawn)	nt	9	-3	4	-2	-3	11	-2
C=CCN1C(=O)/C(=C/c2ccccc2)S/C1=N/c1nccs1	nt	-1	-1	nt	-2	1	nt	5
CCOc1ccc(NC(=O)CCNS(=O)(=O)c2cccc3nonc23)cc1	0.0	2	1	-1	nt	nt	2	nt
COc1ccccc1-c1csc(C(NC(C)=O)c2ccc(F)c(F)c2)n1 (stereo not drawn)	-2.3	0	-31	2	-1	2	2	nt

No new results follow: entries from further up.
SMILES	F508del corr	miR-122 sensor	GSIS activator	C2C12 statin	Cneo AK release	PglD DTNB	FN deposit inh	PGC1a acetyl inh
COc1ccccc1NS(=O)(=O)c1ccc(C(=O)N2CCCC(C)C2)cc1 (stereo not drawn)	2.4	-1	-7	21	-1	0	1	7
N#C[C@@H]1[C@H](c2ccc(-c3ccccc3)cc2)[C@@H](CO)N1C(=O)Cc1ccccc1	2.6	nt	-10	2	0	0	9	-17

Limited to PGC1a acetyl inh, GSIS activator and F508del corr, for two of the compounds above:
SMILES | PGC1a acetyl inh | GSIS activator | F508del corr
CCC(=O)N(C)C[C@H]1Oc2cc(C#Cc3cccnc3)ccc2S(=O)(=O)N([C@@H](C)CO)C[C@@H]1C | 41 | 14 | 0.2
CCC(=O)Nc1ccc2c(c1)nc(CCN1CCC(C)CC1)n2C | -6 | 14 | -0.7

Bioassay records deposited in PubChem by Broad Institute.
